KCNQ1 pot – potentiators or activators of human KCNQ1 potassium channel; P51787; B-score at 10 µM; AID 2648; 310,000 compounds, 0.35% hits; CHO-K1 KCNQ1, thallium flux FluxOR fluorescence; stronger effect = higher value;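 active = fluorescence ratio B-score, a plate-corrected score, at least three library SD, with initial intensity B-score within 5 SD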
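Assay system: CHO-K1 cells stably expressing KCNQ1; Medium: assay buffer with matched DMSO; Also added: K+/Tl+ depolarizing stimulus; Dosing: single dose; Timing: dye 90 min, compound 20 min, room temperature; Measured by: kinetic FluxOR thallium fluorescence, 10-s 1-Hz baseline, 110-s post-stimulus read; Read-out: peak-minus-minimum fluorescence over initial fluorescence, negative-control normalized, B-scored.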
KCNK3 block – human KCNK3 channel inhibition, primary screen | O14649 | CHO-KCNK3 thallium flux, FluxOR fluorescence; stronger effect = lower value | B-score at 10 µM | 340,000 compounds, 0.84% hits | AID 602410;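 active = B-score under library mean minus 4 SD, starting fluorescence ratio at most library mean plus 5 SD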;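 also: more negative B-score means stronger inhibition of thallium flux through KCNK3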
RGS4 act – RGS4 potentiation or activation; 310,000 compounds, 0.92% hits; B-score at 10 µM; HEK293 M3R/inducible RGS4, carbachol calcium flux Fluo4; stronger effect = lower value;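 active = B-score of the integrated calcium signal more than 4 SD below the library mean, with starting fluorescence not abnormally high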;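 also: negative B-score means reduced calcium response which marks RGS4 activation or potentiation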
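Material: Inducible-RGS4 HEK293 cells carrying M3 receptor; also added: carbachol at ECmax as muscarinic agonist stimulus; incubation: compound preincubation 20 min at room temperature before agonist; signal: Fluo4-AM (2 µM) calcium-flux fluorescence, kinetic read; measure: integrated calcium ratio converted to B score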
hERG rescue – hERG (human) protection from proarrhythmic block; 310,000 compounds, 0.51% hits; activation (rescue from dofetilide block), less the hit threshold, % at 10 µM; CHO-hERG, FluxOR thallium flux, dofetilide IC70 present; AID 1511; Q12809;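 active = activation above the mean of controls blocked by dofetilide plus 5 SD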;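 also: thallium influx through hERG after potassium depolarization seen as dye fluorescence rise; in these data hits start at about 4.7%; inactives centre near -7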
Target sequence (Q12809 whole entry, looked up): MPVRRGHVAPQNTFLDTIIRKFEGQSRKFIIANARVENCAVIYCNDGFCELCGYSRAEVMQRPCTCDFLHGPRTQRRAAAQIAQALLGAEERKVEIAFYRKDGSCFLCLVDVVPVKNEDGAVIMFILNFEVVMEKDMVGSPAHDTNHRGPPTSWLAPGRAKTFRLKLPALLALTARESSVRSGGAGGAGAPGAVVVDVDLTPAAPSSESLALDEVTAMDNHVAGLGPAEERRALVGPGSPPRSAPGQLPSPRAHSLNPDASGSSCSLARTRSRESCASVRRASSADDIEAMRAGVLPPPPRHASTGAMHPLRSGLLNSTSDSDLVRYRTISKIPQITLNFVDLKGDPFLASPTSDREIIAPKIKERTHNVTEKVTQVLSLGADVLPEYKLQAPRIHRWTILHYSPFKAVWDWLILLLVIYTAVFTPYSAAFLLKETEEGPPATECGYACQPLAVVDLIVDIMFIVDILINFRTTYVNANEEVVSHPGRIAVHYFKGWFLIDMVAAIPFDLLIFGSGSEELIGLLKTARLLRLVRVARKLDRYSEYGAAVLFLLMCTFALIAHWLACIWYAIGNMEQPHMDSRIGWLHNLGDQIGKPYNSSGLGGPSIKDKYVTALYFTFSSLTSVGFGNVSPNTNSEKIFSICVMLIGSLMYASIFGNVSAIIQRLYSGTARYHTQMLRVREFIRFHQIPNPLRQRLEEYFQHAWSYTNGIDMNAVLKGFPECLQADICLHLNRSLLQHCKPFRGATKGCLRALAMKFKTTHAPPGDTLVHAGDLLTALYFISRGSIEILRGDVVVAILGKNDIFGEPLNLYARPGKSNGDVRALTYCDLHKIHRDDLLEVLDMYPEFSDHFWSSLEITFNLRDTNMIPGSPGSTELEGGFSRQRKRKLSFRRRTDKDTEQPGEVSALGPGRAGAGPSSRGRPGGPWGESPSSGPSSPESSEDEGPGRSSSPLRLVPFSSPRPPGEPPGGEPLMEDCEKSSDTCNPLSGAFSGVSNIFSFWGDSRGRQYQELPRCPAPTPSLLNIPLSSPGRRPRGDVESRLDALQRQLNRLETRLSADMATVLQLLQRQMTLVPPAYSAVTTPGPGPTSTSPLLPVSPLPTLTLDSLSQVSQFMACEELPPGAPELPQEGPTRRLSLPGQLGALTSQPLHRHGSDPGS
KCNQ1 block – blocks the human KCNQ1 potassium channel. P51787. CHO-K1 KCNQ1, FluxOR thallium flux fluorescence; stronger effect = higher value. B-score at 10 µM. 310,000 compounds, 1.3% hits;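 active = compounds whose thallium flux B-score, printed positive for inhibition, exceeds three library SD while starting fluorescence stays within three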;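 also: channel opened by potassium depolarization with thallium stimulus after 20 min compound exposure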
GSK3 alpha inh – blocks human GSK-3 alpha kinase | ADP-Glo luminescence, 60 min | inhibition, % at 10 µM | 320,000 compounds, 0.1% hits;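 in the data active = inhibition above about 50%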;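 also: GST-tagged GSK-3 alpha with peptide substrate and 25 µM ATP; 0% = DMSO neutral wells and 100% = GW8510 positive control wells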
DYRK1A inh – blocks rat Dyrk1A kinase activity. AID 504441. 310,000 compounds, 0.43% hits. inhibition, % at 12.5 µM. ADP-Glo luminescence, NFATc1 peptide. Q63470; in the data active = inhibition above about 50%;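 also: plate controls were vehicle with enzyme for no effect and no enzyme for full effect; many of its hits are not listed in these tables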
KCNK9 inh – human KCNK9 channel inhibition. HEK293 KCNK9, FluxOR thallium flux fluorescence; stronger effect = lower value. B-score at 10 µM. 310,000 compounds, 1.2% hits. AID 488922;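 active = ratio B-score over 3 SD below the library mean, with starting fluorescence within 5 SD of its mean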;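 also: negative B-score means less thallium flux so channel inhibition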
GSK3beta inhib – blocks human GSK3beta kinase activity; P49841; GST-GSK3beta kinase, ADP-Glo luminescence, 60 min; stronger effect = lower value; activity score (negative = inhibition), % at 10 µM; 300,000 compounds, 0.038% hits; AID 2097;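 active = more than half of replicate wells score below -50%, meaning over 50% inhibition versus plate controls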;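 also: 0% = median DMSO wells and -100% = median GW8510 positive control wells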
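Test system – GST-tagged human GSK3beta kinase, cell-free · Incubation – 60 min enzyme reaction, room temperature · Signal – ADP-Glo luminescence · Also added – peptide substrate and ATP at 25 µM · Controls – DMSO neutral wells and GW8510 at 20 µM as positive · Buffer or medium – Tris/MgCl2 kinase buffer · Measure – Luminescence-derived activity versus plate DMSO and GW8510 wells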
PolyA inh – yeast polyadenylation inhibition; S. cerevisiae SKY197-pL101 polyadenylation reporter, beta-gal luminescence; efflux-impaired pdr1/pdr3 knockout yeast; score 100 = 6 SD above DMSO; calls only at 12 µM; 300,000 compounds, 0.02% hits; AID 1875;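 active = lowest replicate activity score at least 50, where 100 means six control SD above control mean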;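 also: yeast exposed to compound for 9 h at 30 °C; higher score means more reporter readthrough which indicates perturbed polyadenylation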
HDAC3 inhib – blocks human histone deacetylase 3; O15379; recombinant HDAC3, fluorogenic peptide/trypsin coupled, fluorescence; inhibition, % at 8.3 µM; 320,000 compounds, 0.15% hits; AID 2718; in the data active = inhibition above about 26%, passing the limit was not always enough
An asterisk follows results filed as active; i = inactive; · = no result given. The list is partial. The share of hits here may be higher or lower than overall.

SMILES | KCNQ1 pot | KCNK3 block | RGS4 act | hERG rescue | KCNQ1 block | GSK3 alpha inh | DYRK1A inh | KCNK9 inh | GSK3beta inhib | PolyA inh | HDAC3 inhib
CN1CCN(c2nc(Nc3ccc(O)cc3)nc3ccccc23)CC1 | i | i | i | -10.3 | i | -1.7 | 28.6 | i | -3.7 | i | 5.5
CC(C)[C@@H](C(=O)NCc1ccco1)N1C(=O)N2CCc3c([nH]c4ccccc34)[C@@]2(C)C1=O | i | i | i | -9.3 | i | -1.0 | 2.8 | i | -2.0 | i | -4.4
CCOc1ccc(NC(=S)N2CCCCCC2)cc1 | i | i | i | -10.6 | i | 0.1 | · | i | -0.6 | i | -8.9
O=C(O)c1ccc(-c2ccccc2)[nH]c1=O | i | i | i | -8.7 | i | 0.9 | -9.0 | i | 1.4 | i | -60.6
Cc1ccc(-c2noc(-c3ccccc3C(=O)NCc3ccco3)n2)cc1 | i | i | i | -11.3 | i | 0.4 | 5.8 | i | 0.3 | i | -0.5
O=C(CSc1ncnc2ccccc12)NCCCO | i | i | i | 0.3 | i | -3.9 | 16.3 | i | 0.1 | i | 4.8
Cc1noc(C)c1S(=O)(=O)NC1CCN(Cc2ccccc2)CC1 | i | i | i | -8.0 | i | -1.3 | -1.5 | i | -1.9 | i | 2.1
C/C(=N\NC(=O)c1ccccn1)c1ccc(Cl)cc1 | i | i | i | -2.1 | i | -0.6 | · | i | 2.3 | i | -0.6
CCOC(=O)C1(CC2CCCCO2)CCN(Cc2nccn2-c2cccc(C)c2)CC1 (stereo unspecified) | i | i | i | -12.2 | i | -1.1 | -5.1 | i | -0.4 | i | -0.2
CC(C)n1c2ccccc2c2nnc(SCC(=O)Nc3ccccc3C(=O)O)nc21 | i | i | i | -2.1 | i | 4.0 | -2.0 | i | 2.9 | i | -3.4

Some of the entries so far, with two lines to a compound:
Each structure is followed by: KCNQ1 pot	KCNK3 block	RGS4 act	hERG rescue	KCNQ1 block	GSK3 alpha inh	DYRK1A inh	KCNK9 inh	GSK3beta inhib	PolyA inh	HDAC3 inhib
- CN1CCN(c2nc(Nc3ccc(O)cc3)nc3ccccc23)CC1
    i	i	i	-10.3	i	-1.7	28.6	i	-3.7	i	5.5
- CC(C)[C@@H](C(=O)NCc1ccco1)N1C(=O)N2CCc3c([nH]c4ccccc34)[C@@]2(C)C1=O
    i	i	i	-9.3	i	-1.0	2.8	i	-2.0	i	-4.4
- CCOc1ccc(NC(=S)N2CCCCCC2)cc1
    i	i	i	-10.6	i	0.1	·	i	-0.6	i	-8.9
- O=C(O)c1ccc(-c2ccccc2)[nH]c1=O
    i	i	i	-8.7	i	0.9	-9.0	i	1.4	i	-60.6

Quoted at random: two entries already listed, in no set order.
SMILES | KCNQ1 pot | KCNK3 block | RGS4 act | hERG rescue | KCNQ1 block | GSK3 alpha inh | DYRK1A inh | KCNK9 inh | GSK3beta inhib | PolyA inh | HDAC3 inhib
CC(C)n1c2ccccc2c2nnc(SCC(=O)Nc3ccccc3C(=O)O)nc21 | i | i | i | -2.1 | i | 4.0 | -2.0 | i | 2.9 | i | -3.4
CN1CCN(c2nc(Nc3ccc(O)cc3)nc3ccccc23)CC1 | i | i | i | -10.3 | i | -1.7 | 28.6 | i | -3.7 | i | 5.5

Remaining list, next part
SMILES | KCNQ1 pot | KCNK3 block | RGS4 act | hERG rescue | KCNQ1 block | GSK3 alpha inh | DYRK1A inh | KCNK9 inh | GSK3beta inhib | PolyA inh | HDAC3 inhib
CSc1ccc(/C=C(/NC(=O)c2ccc(C)cc2)C(=O)Nc2cccc(C)c2)cc1 | i | i | i | -2.0 | i | -1.9 | -1.1 | i | -1.3 | i | -0.2
CCOC(=O)C1(CC2CCCCO2)CCN(S(=O)(=O)c2c(C)nn(C)c2C)CC1 (stereo unspecified) | i | i | i | -17.2 | i | -2.7 | -3.7 | i | 1.0 | i | 1.2
O=C(c1ccc(NS(=O)(=O)c2ccc(Cl)cc2)cc1)N1CCOCC1 | i | i | i | -4.7 | i | -3.0 | -10.0 | i | -1.1 | i | -4.7
Cc1nnc(NC(=O)C2CC(=O)N(c3ccccc3)C2)s1 (stereo unspecified) | i | i | i | -3.2 | i | -1.9 | -3.8 | i | 1.2 | i | -2.6
Cc1ccc(C(=O)CSc2nnc(COc3ccccc3)o2)cc1 | i | i | i | -9.6 | i | 0.0 | 4.8 | i | -0.8 | i | -0.9
COc1ccc2c(c1)OCC1=C2CCC2(C)C(=O)CC=C12 (stereo unspecified) | i | · | i | -16.6 | i | 3.2 | · | i | 3.5 | i | -5.0
CC(NC(=O)c1cccc2ccccc12)c1ccc2c(c1)CCCC2 (stereo unspecified) | i | i | i | -6.0 | i | -0.1 | -5.8 | i | 4.0 | i | 6.7
NC(=O)c1ccc(NC(=O)CCCNC(=O)c2ccc(Cl)cc2)cc1 | i | i | i | -6.0 | i | -1.1 | -3.6 | i | -2.0 | i | 2.8
Cc1ccc2[nH]c(=O)c(COC(=O)c3cccs3)cc2c1 | i | i | i | -3.1 | i | 0.7 | -3.7 | i | -3.7 | i | -1.3
CN1CC=C2C(C#N)=C(N)C(C#N)(C#N)C(Cc3ccccc3)C2C1 (stereo unspecified) | i | i | i | -10.3 | i | 6.9 | 8.3 | i | -4.0 | i | -11.2
CCOc1ccccc1NC(=O)NS(=O)(=O)c1ccc(C)cc1 | i | i | i | -12.0 | i | 8.5 | -5.2 | i | 0.9 | i | -4.5
COc1ccccc1CNC(=O)COc1ccc(C)nc1[N+](=O)[O-] | i | i | i | -8.7 | i | -0.4 | 6.6 | i | 2.2 | i | 1.6
O=C(CSc1ccc(Cl)cc1)Nc1nnc(-c2cccc([N+](=O)[O-])c2)s1 | i | i | i | -7.8 | i | -2.4 | -3.2 | i | 5.0 | i | 4.5
O=S(=O)(NCc1ccc(Cl)cc1)c1cccc2cccnc12 | i | i | i | -10.5 | i | -1.4 | 0.0 | i | 1.6 | i | 0.0
N#CC1(NC(=O)CSc2n[nH]c(-c3ccccc3)n2)CCCCC1 | i | i | i | -6.0 | i | -3.3 | 12.5 | i | -0.3 | i | 4.4
O=S(=O)(Nc1ccc2c3c(cccc13)CC2)c1ccc(F)cc1 | i | i | i | -4.6 | i | -2.1 | 9.2 | i | 2.6 | i | 4.7
O=C(c1ccc(F)cc1)N1CCCC(C(=O)N2CCN(c3ccccc3)CC2)C1 (stereo unspecified) | i | i | i | -5.8 | i | -0.6 | · | i | 1.5 | i | -3.3
CCCCOc1cccc(C(=O)NNC(=S)NC2CCCCC2)c1 | i | i | i | -5.2 | i | -3.2 | 4.3 | i | -1.9 | i | -0.7
Cc1nc2scc(C)n2c(=O)c1S(=O)(=O)Nc1ccc(N2CCN(C(=O)C(C)C)CC2)cc1 | i | i | i | -3.3 | i | 0.3 | 2.1 | i | -4.1 | i | 3.8
CC(C)c1ccc(C(=O)NNC(=O)C2C3CCC(C3)C2C(=O)O)cc1 (stereo unspecified) | i | · | i | -4.4 | i | 0.5 | · | i | 1.9 | i | 4.8
C=CCNC(=O)c1ccc(Sc2ccccc2)c([N+](=O)[O-])c1 | i | i | i | -6.3 | i | -3.1 | 3.8 | i | -0.1 | i | -1.1
O=C(NNC(=O)c1ccc(Cl)cc1Cl)c1cccs1 | i | i | i | -0.9 | i | -0.9 | -4.8 | i | 1.3 | i | -0.4
O=C(CCN1CCN(S(=O)(=O)c2ccc(Cl)cc2)CC1)Nc1ccc(F)cc1 | i | i | i | -4.6 | i | 4.2 | -4.2 | i | -0.9 | i | -0.5
COc1ccccc1C(=O)NC(=S)Nc1ccc(N2CCOCC2)c(Cl)c1 | i | i | i | -12.0 | i | -1.5 | -0.2 | i | 1.1 | i | 5.4
CCCCCCC(=O)Nc1c2c(nc3ccccc13)N(C)CC2 | i | i | i | -9.6 | i | 0.8 | -4.8 | i | 0.0 | i | -12.9
CCC(C)(C)NC(=O)C(c1ccc(F)cc1)N(Cc1cccc(OC)c1)C(=O)c1cnccn1 (stereo unspecified) | i | i | i | -8.9 | i | -3.9 | 1.2 | i | 0.0 | i | -0.8
CC(C)CCn1c(N2CCCC2)nc2c1c(=O)n(C)c(=O)n2C | i | i | i | -11.2 | i | 1.3 | 0.9 | i | -3.7 | i | -7.2
Cc1ccc2nc(SCC(=O)NC3CCCCC3)nc(=O)n2c1 | i | i | i | -10.0 | i | -2.4 | 25.9 | i | -0.1 | i | 7.2
O=C(/C=C/c1ccco1)Nc1nc(-c2ccc(F)c(F)c2)cs1 | i | · | i | -12.8 | i | -5.5 | · | i | -1.2 | i | 5.4
CC(=O)CC(=O)Nc1ncccn1 | i | i | i | -1.2 | i | 0.0 | -0.1 | i | -4.8 | i | 2.9
Cc1cccc(OCCSc2nc3c([nH]2)c(=N)ncn3Cc2ccccc2)c1 | i | i | i | -7.2 | i | -1.9 | -2.4 | i | 1.9 | i | 10.9
O=C(NC(=S)Nc1ccccc1Br)C1CC1 | i | i | i | -8.7 | i | 6.3 | 10.7 | i | -6.2 | i | 7.4
CS(=O)(=O)N(CC(=O)Nc1ccc2c(c1)OCCO2)Cc1ccc(Cl)cc1 | i | i | i | -4.8 | i | 0.5 | -1.3 | i | -0.2 | · | 0.5
CCC(C)Nc1cc(C)nc2ncnn12 (stereo unspecified) | i | i | i | -4.6 | i | -4.2 | -4.2 | i | 1.1 | i | 5.7
CCN(CC)C(=O)Cn1cc(S(=O)(=O)CC(=O)Nc2ccccc2C)c2ccccc21 | i | i | i | -7.4 | i | -3.2 | -11.2 | i | 0.0 | i | -1.0
Cc1cc(OCC(=O)C(C)(C)C)c2c(-c3ccccc3)cc(=O)oc2c1 | i | i | i | -12.6 | i | 2.7 | 5.9 | i | -5.9 | i | -2.6
O=c1cc(CCl)nc(Cc2c(Cl)cccc2Cl)[nH]1 | i | i | i | -5.6 | i | -1.0 | -2.7 | i | 6.3 | i | 0.1
CC(OC(=O)CCCc1nc2ccccc2s1)C(N)=O (stereo unspecified) | i | i | i | -8.9 | i | · | · | i | 0.8 | i | ·
COc1cccc(OC)c1C(=O)Nc1sc2c(c1C#N)CCC2 | i | i | i | -5.3 | i | 0.7 | 2.8 | i | 0.3 | i | -0.5
COc1ccc(OC(=O)COc2ccc(C)cc2)cc1 | i | i | i | -17.9 | i | 0.8 | 6.6 | i | 2.1 | i | 1.9
CC(=O)Nc1ccc(C(=O)NCCCOC(C)C)cc1 | i | i | i | -7.6 | i | -2.3 | -1.4 | i | 2.2 | i | 5.9
